# Source: PubChem BioAssay (several laboratories)
# STAT3 activator: STAT3 signaling activation | hit rate 0.91% among 190,000 | U3A cells, IL-6 STAT3-luciferase reporter, luminescence; 100% = signal with IL-6 EC80 alone | activation (% of control), % at 5.6 µM;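 active means activation above the screen-wide mean of compound activation plus 3 SD, cut at about 130% in these data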;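 further: 0% = background luminescence of wells with medium and substrate only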
#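 Material: STAT3-luciferase reporter U3A cells; Probe or stimulus: IL-6 (33 ng/mL); Incubation: compound pre-incubation 1 h before IL-6, then 6 h stimulation at 37 °C; Technique: luminescence from STAT3-driven luciferase reporter; Evaluation: % activation versus median of IL-6-stimulated wells; Controls: IL-6-only high control.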
# PPARg SRC1 recr: promotes SRC-1 coactivator recruitment by human PPARgamma; activation, % at 8 µM; P37231; hit rate 0.41% among 200,000; PPARgamma-SRC-1 coactivator recruitment biochemical assay; in the data active means activation above about 19%;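 further: 0% = DMSO and 100% = reference agonist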
# Target sequence (P37231 whole entry, looked up): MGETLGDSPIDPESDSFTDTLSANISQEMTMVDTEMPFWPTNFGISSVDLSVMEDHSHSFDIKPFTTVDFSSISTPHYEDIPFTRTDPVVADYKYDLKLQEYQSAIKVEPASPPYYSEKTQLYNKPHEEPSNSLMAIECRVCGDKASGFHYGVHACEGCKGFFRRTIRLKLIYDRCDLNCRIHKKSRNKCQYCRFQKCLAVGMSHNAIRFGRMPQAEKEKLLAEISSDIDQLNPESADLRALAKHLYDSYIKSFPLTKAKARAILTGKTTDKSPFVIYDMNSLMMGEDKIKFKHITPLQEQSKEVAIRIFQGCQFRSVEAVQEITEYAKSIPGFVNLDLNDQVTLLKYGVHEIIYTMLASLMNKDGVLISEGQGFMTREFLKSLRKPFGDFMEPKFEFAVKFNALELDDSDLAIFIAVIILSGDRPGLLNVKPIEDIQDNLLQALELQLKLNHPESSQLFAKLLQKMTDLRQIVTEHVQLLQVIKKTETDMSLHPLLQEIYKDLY
# PPARg SRC-3 ag: PPARgamma-driven SRC-3 recruitment agonism; biochemical PPARgamma/SRC-3 coactivator recruitment assay; activation, % at 8 µM; hit rate 0.26% among 200,000; P37231; in the data active means activation above about 23%;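 further: 0% = DMSO and 100% = reference agonist; some compounds past the cut are filed as inactive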
# SRC2 TRFRET art: TR-FRET artefact, counter-screen to PPARgamma/SRC-2 agonist assay | active compounds read high | TR-FRET ratio at 8 µM | hit rate 0.4% among 200,000 | AID 1049; in the data active means TR-FRET ratio above about 2000; further: inactives centre near 1500
# PPARg SRC-2 ag: agonists of SRC-2 recruitment by human PPARgamma; PPARgamma LBD-SRC-2 recruitment, biochemical; AID 1032; P37231; activation, % at 8 µM; hit rate 0.34% among 200,000; in the data active means activation above about 22%;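 further: 0% = vehicle and 100% = reference agonist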
# STAT1 blocker: reduces IFN-gamma driven STAT1 reporter signal | inhibition, % at 5.5 µM | AID 920 | NIH 3T3 STAT1-luciferase reporter, luminescence | hit rate 0.35% among 200,000;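 active means inhibition above a set limit, the mean inhibition across all tested compounds plus 3 SD, cut at about 34% in these data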;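 further: 0% = IFN-gamma with DMSO and 100% = IFN-gamma with 300 µM nifuroxazide; values of inactives mirror those of a sister screen read the other way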
# RAM inhibit: blocks the yeast RAM network. inhibition, % at 50 µM. AID 868. hit rate 1.8% among 190,000. S. cerevisiae dse1pr::URA3 reporter, 5-FOA growth OD615, 2 d; analog-sensitive cbk1-as2 kinase mutant strain;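 active means inhibition above a set limit, 3 SD over mean compound inhibition, cut at about 8.4% in these data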;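 further: 0% = DMSO-only wells with no growth and 100% = 10 µM 1-NA-PP1 full growth; inhibition rescues growth on 5-FOA so higher OD means more RAM inhibition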
# S1P3 antag: antagonists of human S1P3 receptor | hit rate 0.27% among 170,000 | Q99500 | inhibition, % at 4.98 µM | CHO S1P3 NFAT-BLA reporter, FRET fluorescence, antagonist mode;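 active means inhibition above the plate cutoff, the mean inhibition of test wells on that plate plus 3 SD, cut at about 28% in these data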;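 further: cells challenged with S1P at its EC80 of 0.8 µM; blue over green emission ratio from cleaved BLA substrate after 4 h stimulation; 0% = S1P-stimulated wells and 100% = unstimulated DMSO-only wells; some compounds past the cut are filed as inactive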
# STAT3 blocker: STAT3 signaling inhibition; U3A cells, IL-6 STAT3-luciferase reporter, luminescence; host cell line lacks STAT1; inhibition, % at 5.5 µM; hit rate 0.89% among 190,000; AID 862;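 active means inhibition above the mean inhibition across all screened compounds plus 3 SD, cut at about 44% in these data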;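 further: 0% = DMSO only wells and 100% = 100 µM nifuroxazide control wells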
# TLR4-MyD88 BLA: TLR4-MyD88 interaction inhibition in cells; O00206+Q99836; HeLa CL3-4 TLR4/MyD88 BLA complementation, FRET ratio; inhibition, % at 8.4 µM; hit rate 0.18% among 200,000; in the data active means inhibition above about 25%;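 further: 0% = vehicle and 100% = reference inhibitor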
# ROMK mod: modulates human ROMK potassium channel activity. hit rate 2% among 130,000. B-score at 10 µM. Tet-inducible ROMK, thallium flux fluorescence; actives lie on both sides. AID 1918. P48048;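 active means signal ratio slope over the read window, or its plate-corrected B-score, at least 3 SD from the plate mean, either direction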;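 further: B-score of the F/F0 ratio slope over 7 to 12 s after thallium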
# Target sequence (P48048 whole entry, looked up): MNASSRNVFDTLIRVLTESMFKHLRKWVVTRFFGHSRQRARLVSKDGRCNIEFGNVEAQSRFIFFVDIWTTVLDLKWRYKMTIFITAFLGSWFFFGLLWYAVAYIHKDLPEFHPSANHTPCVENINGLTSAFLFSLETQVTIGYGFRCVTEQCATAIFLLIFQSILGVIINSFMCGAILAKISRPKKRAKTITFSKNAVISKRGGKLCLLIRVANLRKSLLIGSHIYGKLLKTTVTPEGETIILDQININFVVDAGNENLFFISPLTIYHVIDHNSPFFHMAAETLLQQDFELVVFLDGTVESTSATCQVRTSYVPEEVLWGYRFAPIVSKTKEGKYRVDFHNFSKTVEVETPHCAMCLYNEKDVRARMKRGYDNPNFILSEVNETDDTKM
# Starred values were filed as active, the others as inactive; x = not tested or not shown. Random draw from the library (roughly 5.6% active in at least one column).
Molecule	RAM inhibit	PPARg SRC-2 ag	STAT1 blocker	SRC2 TRFRET art	ROMK mod	STAT3 blocker	TLR4-MyD88 BLA	STAT3 activator	PPARg SRC-3 ag	S1P3 antag	PPARg SRC1 recr
O=C(CSc1n[nH]c(=O)n1C1CC1)Nc1cc(Cl)ccc1Oc1ccccc1	0.9	9	17	1576	-2.8	6	4	97	7	8	9
Cc1c(/C=C2\SC(=O)N(CC(=O)Nc3ccc4c(c3)OCO4)C2=O)c2ccccc2n1C	2.5	3	4	1421	-0.24	14	-3	92	0	x	0
O=C(O)c1ccc2c(c1)ncn2C1CCCCCC1	1.8	3	-9	1485	x	10	9	97	11	-18	10
COc1cc(NC(=S)Nc2ccc(N(C)C(C)=O)cc2)cc(OC)c1	2.5	15	6	1712	0.87	7	5	99	4	-8	0
c1coc(-c2nnc(-c3cccs3)o2)c1	2.8	-2	-20	1469	x	-1	-27	104	0	15	-2
Cc1csc(N(C(=O)CCNC(=O)c2ccc([N+](=O)[O-])cc2)c2ccccc2)n1	0.4	-7	18	1475	x	-3	5	102	-3	-1	-7
COC(=O)c1cc2sccc2n1CC(=O)N1CCCc2ccccc21	-0.3	7	0	1620	0.41	-2	-11	104	2	-15	8
Cc1cc(C(=O)NNC(=O)Nc2cccc(C(F)(F)F)c2)no1	2.1	3	-4	1496	-0.3	2	-6	102	0	7	5
O=C1CNC(=O)c2c(nc3n2CCC3)N1	0.5	9	7	1562	-0.023	4	-7	99	5	x	7
COc1nccnc1NS(=O)(=O)c1ccc(NC(=S)NC(=O)c2ccccc2F)cc1	1.8	-2	-24	1792	x	12	11	89	4	-9	1
O=C(Nc1cccnc1)c1ccc(Cl)cc1[N+](=O)[O-]	1.4	5	4	1615	2.4	14	-7	98	5	-5	5
O=C1CCN(C(=S)NCCc2ccccc2)CC1	-0.6	6	-11	1632	0.1	-2	1	103	1	2	8
O=C(NCc1ccccc1)NCC12CC3CC(CC(C3)C1)C2	-0.4	-8	-15	1402	-0.23	-2	-12	106	-1	-4	-4
Cc1ccc(-n2[nH]c(=O)c(-c3ccccn3)c2C)cc1	0.9	8	76*	1524	0.02	88*	0	25	2	3	8
C=CCn1c(SCC#N)nc2sc(CC)cc2c1=O	2.6	7	3	1502	x	2	-2	102	-5	-9	1
O=C(NC(c1ccccc1)c1ccccc1)C1CCCC1	2.2	-1	0	1545	x	0	2	96	7	6	-1
Cc1csc(SCc2nnc(-c3ccc(Cl)cc3)o2)n1	1.8	3	-17	1370	-0.58	-11	6	106	-4	x	4
COC(=O)CSc1nnc(-c2cccnc2)n1-c1cccc(OC)c1	0.2	-2	-2	1473	0.033	-4	-4	106	13	-14	6
COC(=O)c1ccc(OCC2c3cc(OC)c(OC)cc3CCN2C(C)=O)cc1 (configuration not stated)	-0.5	2	12	1463	-0.0093	11	-1	98	-5	-8	-3
Cc1c(Cl)cccc1NC(=O)CSCc1cc(=O)[nH][nH]1	-0.4	-7	-5	1412	x	-4	-7	105	-2	-22	0
Cc1ccc(S(=O)(=O)C(C#N)c2nc3ccccc3nc2N2CCCC2)cc1C (configuration not stated)	2.9	3	-5	1658	0.057	15	7	93	9	-8	1
Cc1c(-c2ccccc2)oc2c(C(=O)N3CCN(c4ccccc4F)CC3)cccc2c1=O	1.4	5	1	1496	-3	-3	3	106	0	1	2
C/C(CCC(C)C)=N\Nc1cc(C)c2ccccc2n1	0.4	5	-10	1642	-0.12	-13	-4	115	3	-13	-1
Cn1c(=O)c2c(ncn2CC(=O)N/N=C/c2cn[nH]c2-c2ccc(F)cc2)n(C)c1=O	1.5	3	-10	1649	-0.46	10	5	98	0	-6	1
CCn1c(COc2ccc(C)cc2)nnc1SCC(=O)C(C)(C)C	-0.2	-6	5	1582	-3	7	14	97	3	-18	7
O=C(CSc1ccccc1)Nc1cccnc1	1.3	-1	4	1382	x	5	-11	99	-3	30	-6
CCN1C(C)=C(C)S/C1=C1\SC(=S)N(N)C1=O	1.6	12	2	1499	-1.1	13	5	91	4	-26	6
CC1=C(C)CS(=O)N(c2ccc(S(N)(=O)=O)cc2)C1 (configuration not stated)	1.9	4	-10	1609	x	-28	-3	124	11	x	0
CC(C)(C)c1ccc(COn2ccnc2)cc1	0.8	10	-4	1702	-1.8	4	2	102	-1	-7	4
CCNc1nc(Oc2ccc(C#N)cc2)cc(C(F)(F)F)n1	1.0	6	7	1566	0.19	4	10	100	-4	-6	-4
COCCSc1nc2c(c(=O)[nH]c(=O)n2C)n1CCC(C)C	1.0	0	0	1811	x	-4	13	108	0	-4	4
Cc1ccccc1NS(=O)(=O)c1ccc(N2CCCC2=O)cc1	0.3	-9	-1	1408	x	10	17	95	-11	x	0
CCOc1ccc(NC(=O)CC(NCc2ccccn2)C(=O)O)cc1 (configuration not stated)	-0.5	0	-6	1746	0.15	16	-10	95	3	-3	9
c1csc(C2Nc3cccc4cccc(c34)N2)c1	3.2	17	4	1456	x	-14	3	115	9	x	8
CN(C)C(=S)NC(=O)C(c1ccccc1)c1ccccc1	0.4	-8	2	1406	1.5	13	-6	93	-3	2	2
O=C(c1ccc(Cl)cc1)C1CCN(C(=O)NC2CCCCC2)CC1	0.3	0	3	1670	x	23	8	84	7	-15	-3
CC(C)(C)NC(=O)COC(=O)c1ccc(S(=O)(=O)N2CCCCCC2)cc1	2.5	1	-4	1378	-1.2	-1	1	102	-2	0	0
CN(Cc1nc2ccccc2n1C)S(C)(=O)=O	0.6	5	-1	1611	x	10	6	96	12	-20	2
Cc1c(CC(C)C)nc(N)c(C#N)c1-c1ccccc1	1.2	1	0	1418	x	10	8	97	-11	x	2
O=C(COc1ncnc2ccccc12)c1ccc2c(c1)OCCO2	5.0	9	-45	1595	-0.36	13	-13	91	9	4	14
Cn1cnnc1SCC(=O)n1c2ccccc2c2ccccc21	2.3	-6	-3	1667	0.78	6	2	97	3	20	9
Cc1ccc(-n2[nH]c(C)c(C=Nc3ccc(C)cn3)c2=O)cc1	-0.1	7	-9	1713	x	-14	1	117	-4	x	7
CCn1c(SCC(=O)c2cc(C)n(CC3CCCO3)c2C)nc2ccccc21 (configuration not stated)	1.8	3	-18	1485	x	2	10	103	7	-18	9
CS(=O)(=O)c1ccc2nc(NC(=O)Nc3cccc(Cl)c3)sc2c1	1.7	-3	-21	1586	x	-3	5	103	3	x	2
O=C(O)c1cccc(Nc2nc(N3CCOCC3)nc(N3CCOCC3)n2)c1	0.9	-5	4	1396	x	0	6	103	-5	16	-1
COC(=O)C1C(=O)c2c([nH]c(C(=O)OCCOC(C)C)c2C)CC1C (configuration not stated)	-0.4	6	-9	1655	0.66	-4	-3	103	8	x	4
Cc1nc(NC(=O)CSc2ccc(-c3nc4ccccc4[nH]3)cn2)sc1C	5.5	5	-17	1520	0.22	-20	8	120	1	4	3
Oc1csc(Cc2nc(-c3ccc(Br)cc3)cs2)n1	4.3	-2	-74	1457	0.25	-15	6	127	4	7	1
CC(C)Oc1ccc(C2C(C(=O)c3ccco3)=C(O)C(=O)N2CCCN(C)C)cc1 (configuration not stated)	x	0	-7	1569	x	4	-2	100	17	-14	-4
O=C(CN1CCN(c2ccccc2)CC1)Nc1cccc(C(F)(F)F)c1	0.9	-3	0	1677	x	3	12	104	16	-14	12

# The results go on.
Molecule	RAM inhibit	PPARg SRC-2 ag	STAT1 blocker	SRC2 TRFRET art	ROMK mod	STAT3 blocker	TLR4-MyD88 BLA	STAT3 activator	PPARg SRC-3 ag	S1P3 antag	PPARg SRC1 recr
COc1cc(CCC(=O)OCC(N)=O)cc(OC)c1OC	0.8	2	-1	1632	1.1	17	-7	91	-1	-17	0
CC(=O)c1c(C)[nH]c(C(=O)CSc2nc3ccccc3c(=O)n2CCCO)c1C	3.4	-3	-1	1882	-0.062	-7	-2	106	4	-11	-2
C=CCNC(=O)Nc1ccc(F)c(Cl)c1	1.2	0	-1	1391	x	4	2	97	-5	4	2
Cc1ccc2c(c1)CC1(CN2C)C(=O)OC2(CCCCC2)OC1=O	0.1	2	4	1657	x	0	-5	101	-18	-31	2
CC(c1ccccc1)C(CC(=O)O)C(=O)NC1CCCCC1 (configuration not stated)	1.3	15	-5	1650	x	7	6	101	-1	13	0
O=C1c2ccccc2-c2onc3ccc(NCc4ccco4)c1c23	7.7	35*	-3	1951	x	28	-2	82	21	x	32*
CCC(CC)C(=O)NC12CC3CC(CC(C3)C1)C2	3.7	-2	-2	1366	-0.35	5	-1	101	-1	x	0
Cc1ccc(NC(=S)Nc2ccc3cn[nH]c3c2)c(C)c1	1.8	-5	-4	1671	0.85	-5	0	105	0	-10	2
CCCCN(Cc1ccccc1)C(=O)CCN1C(=O)C2C3C=CC(C3)C2C1=O (configuration not stated)	1.1	-1	-1	1835	0.49	14	8	94	-2	14	3
COC(=O)Cn1c(CCS(=O)(=O)c2ccc(C)c(C)c2)nc2ccccc21	0.1	1	3	1394	x	12	5	95	-3	-9	-3
O=c1nc(N/N=C/c2ccco2)cn[nH]1	1.0	-2	-2	1737	-0.28	-3	0	104	5	-9	0
CCn1c(-c2nn(C)cc2Cl)n[nH]c1=S	-0.3	5	1	1771	1.1	16	3	89	-1	-10	0
CN(C)c1nnnn1Cc1ccc(Cl)cc1Cl	0.2	6	3	1584	x	5	-7	99	2	-2	0
COc1ccc(NC(=S)NCc2cccn2C)cc1	1.0	12	-6	1667	x	17	-9	91	4	1	7
Cc1cc(C)nc(SCC(=O)Nc2ccc(S(=O)(=O)Nc3onc(C)c3C)cc2)n1	0.3	-6	-5	1490	x	12	0	97	-5	-14	0
O=C(O)CCCn1cc(NC(=O)COc2cc(F)ccc2[N+](=O)[O-])cn1	4.8	3	-1	1491	0.098	7	6	101	-4	7	1
CC(=O)Nc1ccc(S(=O)(=O)NNC(=O)c2sc(=S)n(C)c2C)cc1	6.5	2	0	1777	x	-2	10	101	7	-35	2
Cc1cccc(C)c1NC(=O)COC(=O)C1Cc2ccccc2CN1C(=O)c1ccccc1 (configuration not stated)	1.3	6	0	1564	-1.7	0	-1	100	-3	-2	-1
Cc1cccn2c(=O)c3cc(C(=O)NCc4cccnc4)c(=N)n(C(C)C)c3nc12	1.4	-7	-5	1469	-0.12	4	-4	98	-14	x	-3
COC(=O)c1ccc(COC(=O)c2ccc(CO)cc2)o1	0.3	-1	-5	1756	-0.43	-7	3	104	-1	-1	12
COCCCNC(=S)Nc1ccc(OC(F)F)cc1C	0.2	-5	0	1467	0.0067	8	-8	98	0	-14	4
COc1cccc(/C=N/NC(=O)c2[nH]c(C)c(C(=O)N/N=C/c3cccc(OC)c3)c2C)c1	1.6	-12	2	1263	0.33	26	-14	81	-5	5	-2
